rTrxR1 inhibitor: inhibitors of rat thioredoxin reductase 1 | 1% of 390,000 active | AID 588453 | recombinant rTrxR1, NADPH fluorescence consumption, selenite substrate | O89049 | Potency, µM (series often up to 114 µM), inactives show top-dose activity change, negative = inhibition, actives largely listed as inhibitors; also: potency is read from the fitted curve at half-maximal effect; % is scaled to controls: 0 for no effect and ±100 for the full control effect; nearly all actives have a fitted effect of over 65% in size
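Rat TrxR1 (90 nM in the dispensed reagent) was pre-reduced with 400 uM NADPH for 5 min at room temperature, then incubated with compound for 15 min. After 400 uM selenite was added, NADPH fluorescence (Ex 340/Em 450 nm) was followed for 8 min.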
Glioma ERSR ind: ER stress response induction in glioma; U87-MG GRP78 promoter luciferase reporter, 16 h; Potency, µM, for inactives: at the top dose activation, actives largely listed as activators; 0.02% of 420,000 active; also: potency is read from the fitted curve at half-maximal effect; series mostly up to about 76 µM; % of control where 0% means no effect; nearly all actives have a fitted effect of over 35% in size
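ERSR induction read as luciferase luminescence (Bright-Glo, 10 min at room temperature) in stably transfected human U87-MG glioma cells exposed to compounds for 16 h, using GRP78 as sensor.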
LDHA block: inhibitors of human lactate dehydrogenase A; purified LDHA, NADH/diaphorase-resazurin fluorescence; stronger effect = lower value; P00338; 0.15% of 480,000 active; activity change, % (values are at about 110 or 230 µM); in the data active = activity change below about -30%; inconclusive = mostly about -25% to -30%;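 also: plate controls were DMSO wells for no effect and wells without enzyme for full effect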
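LDH5 2 nM; NADH 0.06 mM, pyruvate 0.2 mM; 200 mM Tris pH 7.4, EDTA, Tween-20; 5 min RT. Detection: diaphorase 0.133 mg/mL + resazurin 37 µM, fluorescence ex540/em590 at 0 and 20 min; normalized to enzyme-free and DMSO wells.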
Vif-A3F inh: Vif-A3F binding inhibition | HeLa A3F-eYFP + Vif (tagged APOBEC3F with the HIV-1 protein that degrades it), YFP fluorescence increase | Potency, µM (series often up to 46.1 µM), without a hit: top-dose activity, negative = active | 0.2% of 390,000 active; also: potency is read from the fitted curve at half-maximal effect; % of control where 0% means no effect; nearly all actives have a fitted effect of over 65% in size
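Fluorescence increase (Ex 488/Em 500-530) after overnight compound treatment at 37 deg C flags inhibition of Vif-driven A3F-eYFP loss in stable HeLa A3F-eYFP/Vif cells seeded overnight beforehand.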
RGS4 inhibitor: blocks human RGS4-accelerated GTP hydrolysis; P49798; Transcreener GDP fluorescence polarization, RGS4-accelerated GTP hydrolysis; Potency, µM (doses to about 114 µM), for inactives: at the highest dose activity change, negative = inhibition, actives largely listed as inhibitors; 0.039% of 390,000 active; also: potency is read from the fitted curve at half-maximal effect; % is scaled to controls: 0 for no effect and ±100 for the full control effect; nearly all actives have a fitted effect of over 75% in size; some results filed as inactive show a strong effect at the top dose
Target sequence (P49798 whole entry, looked up): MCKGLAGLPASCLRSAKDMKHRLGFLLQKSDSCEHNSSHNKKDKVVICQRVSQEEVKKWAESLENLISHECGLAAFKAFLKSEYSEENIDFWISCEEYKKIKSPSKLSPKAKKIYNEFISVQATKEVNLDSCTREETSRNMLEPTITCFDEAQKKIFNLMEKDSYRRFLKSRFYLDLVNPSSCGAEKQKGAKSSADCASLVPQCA
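MLSMR compounds (23 nl, pin-transferred) preincubated 10 min at room temperature with a 500nM (2x) first reagent, then RGS4 at 900nM (2x) plus Transcreener GDP mix added; fluorescence polarization (620/688 nm) read before and after 90 min at 30 °C.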
Vif-APOBEC3G blk: blocks the Vif interaction with human APOBEC3G | HeLa A3G-eYFP + Vif (tagged APOBEC3G with the HIV-1 protein that degrades it), YFP fluorescence, overnight | Potency, µM (series often up to 46.1 µM), inactives show at the highest dose activity, negative = active, hits mostly inhibitors | 0.076% of 410,000 active | AID 602310;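 also: potency is read from the fitted curve at half-maximal effect; % is scaled to controls: 0 for no effect and ±100 for the full control effect; nearly all actives have a fitted effect of over 60% in size; hits raise eYFP signal because A3G escapes Vif-driven loss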
Target sequence (Q9HC16 whole entry, looked up): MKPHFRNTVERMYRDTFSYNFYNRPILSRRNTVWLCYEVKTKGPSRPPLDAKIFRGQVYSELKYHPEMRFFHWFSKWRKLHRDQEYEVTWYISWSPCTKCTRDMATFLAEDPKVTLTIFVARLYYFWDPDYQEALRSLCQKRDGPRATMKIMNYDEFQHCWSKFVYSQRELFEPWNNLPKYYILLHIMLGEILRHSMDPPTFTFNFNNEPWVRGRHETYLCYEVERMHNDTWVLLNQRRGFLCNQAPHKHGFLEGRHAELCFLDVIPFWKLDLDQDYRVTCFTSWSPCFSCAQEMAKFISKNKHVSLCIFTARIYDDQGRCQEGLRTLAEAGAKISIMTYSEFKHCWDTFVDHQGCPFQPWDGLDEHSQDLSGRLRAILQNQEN
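HeLa cells stably expressing Vif and C-terminally eYFP-tagged A3G, seeded overnight at 37 deg C, then exposed to compound by pintool overnight at 37 deg C. Rise in yellow fluorescence (Ex 488/Em 500-530, Acumen) marks blocked Vif-driven A3G degradation.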
TrxR1 substrate: is turned over as a substrate by rat TrxR1; O89049; purified TrxR1 substrate turnover, NADPH consumption readout; Potency, µM (doses to about 114 µM), for the others: top-dose activity change, negative = substrate turnover; 0.01% of 390,000 active; AID 588456; also: potency is read from the fitted curve at half-maximal effect; % is scaled to controls: 0 for no effect and ±100 for the full control effect; nearly all actives have a fitted effect of over 50% in size
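Rat TrxR1, dispensed at 90 nM, was prereduced with 400 uM NADPH (final) for 5 min at ~22 deg C, then incubated with compound 15 min before 400 uM selenite. A first-read NADPH fluorescence drop versus no-compound background flagged substrates.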
IDH1 R132H inh: human IDH1 R132H inhibition; Potency, µM (titrated, usually from 76.6 µM), for inactives: at the highest dose activity change, negative = inhibition, actives largely listed as inhibitors; AID 602179; 0.093% of 390,000 active; IDH1-R132H enzyme, NADPH consumption, diaphorase/resazurin fluorescence; also: potency is read from the fitted curve at half-maximal effect; % is scaled to controls: 0 for no effect and ±100 for the full control effect; nearly all actives have a fitted effect of over 65% in size
Target sequence (O75874 whole entry R132H, stated change not applied): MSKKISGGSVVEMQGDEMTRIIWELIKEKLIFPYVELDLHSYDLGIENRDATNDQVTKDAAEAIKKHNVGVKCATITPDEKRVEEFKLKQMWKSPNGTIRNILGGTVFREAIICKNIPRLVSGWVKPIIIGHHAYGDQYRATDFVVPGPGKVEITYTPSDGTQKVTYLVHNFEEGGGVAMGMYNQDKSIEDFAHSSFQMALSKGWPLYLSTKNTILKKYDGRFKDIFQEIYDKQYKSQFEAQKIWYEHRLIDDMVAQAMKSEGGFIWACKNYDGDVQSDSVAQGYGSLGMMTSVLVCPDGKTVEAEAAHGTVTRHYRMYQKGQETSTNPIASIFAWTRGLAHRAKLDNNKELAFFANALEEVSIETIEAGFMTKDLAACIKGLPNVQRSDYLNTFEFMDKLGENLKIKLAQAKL
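IDH1-R132H (0.5 ug/mL dispensed) in pH 7.5 Tris buffer was preincubated 30 min with compound, then given a substrate mix of 0.016 mM NADPH and 2 mM alpha-KG for 80 min at room temperature; remaining NADPH was read by diaphorase/resazurin fluorescence.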
USP1-UAF1 inh: blocks the human USP1/UAF1 deubiquitinase complex; Potency, µM (doses to about 57.1 µM), for the others: at the highest dose activity change, negative = inhibition, usual class: inhibitors; 0.23% of 390,000 active; AID 743255; recombinant USP1/UAF1, Ub-Rhodamine cleavage fluorescence; also: potency is read from the fitted curve at half-maximal effect; % is scaled to controls: 0 for no effect and ±100 for the full control effect; nearly all actives have a fitted effect of over 60% in size; inactives centre near -12
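USP1/UAF1 complex (1 nM) preincubated 15 min at room temperature with compound, then Ub-Rho substrate (150 nM final) added. Kinetic fluorescence at 480/540 nm over 6 reads at 60 s intervals; 50 mM HEPES pH 7.8, 0.5 mM EDTA, 0.1 mg/ml BSA, 1 mM TCEP, 0.01% Tween-20.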
* = called active by the depositor; ? = inconclusive; . = not tested or not shown; [ ] = another dose, or the depositor's remark. Unless noted, calls follow the shape of the dose curve; as a rule, active = well fitted curve in the direction sought with a large enough effect; inconclusive = small, poorly fitted or top-dose-only effect, or another doubt; inactive = no such curve, though single readings can be large; an effect the other way counts as inactive or inconclusive. Only part of the results is shown; count on the stated rates, not on these rows.

SMILES	rTrxR1 inhibitor	Glioma ERSR ind	LDHA block	Vif-A3F inh	RGS4 inhibitor	Vif-APOBEC3G blk	TrxR1 substrate	IDH1 R132H inh	USP1-UAF1 inh
COc1ccccc1/C=C/c1cncc(/C=C/c2ccccc2OC)c1	7%	-2%	2	.	.	-12%	-5%	.	.
CNC(=O)c1nc(C)c(C2(C)CC(c3cccc([N+](=O)[O-])c3)=NO2)s1 (stereo not drawn)	-6%[57.1 µM]	0%	-2	4%	14%	0%	0%[57.1 µM]	-5%	-32%
CCN(C(=O)CSc1n[nH]c(-c2cc(Cl)ccc2OC)n1)C1CCS(=O)(=O)C1 (stereo not drawn)	-1%	-3%	-3	7%	-29%	-4%	-2%	-1%	-17%
Cc1cccc(NC(=O)/C(C#N)=C/c2ccc(F)cc2)n1	12%	-1%	-9	4%	5%	2%	-2%	-7%	-15%
CC(C)C(NC(=O)c1ccco1)C(=O)NCc1ccc(C(=O)O)cc1 (stereo not drawn)	6%	3%	-1	-2%	3%	-4%	2%	3%	-9%
CCn1c(=O)c2cc(C(=O)N3CCN(C)CC3)sc2c2ccccc21	5%[57.1 µM]	-1%	-3	-15%	-30%	-3%	53%[activator][57.1 µM]	5%	-17%
O=C(Nc1ccc(Oc2ncnc3cc(Cl)ccc23)nc1)c1cccs1	37%[activator]	-3%	-2	0%	-6%	1%	2%	15%	-16%
Nc1ccccc1C(=O)NNc1c2ccccc2nc2ccccc12	20%	1%	1	6%	-16%	0%	2%	10%	-23%
CC(=O)N1CCN(C(=O)CCN(c2ccccc2)S(=O)(=O)c2ccc(C)cc2)CC1	10%	-1%	-4	-1%	-15%	0%	-4%[57.1 µM]	10%	-13%
O=C(CNC(=O)c1ccccc1F)Nc1ccc2c(c1)CCC2	0%	3%	0	-20%	-10%	0%	-4%	1%	-14%
Cc1ccc2nc(-c3cccc(-c4nc5ccc(C)cc5o4)n3)oc2c1	26%	-3%	-3	.	?	0%	5%	.	.
Cc1ccc(S(=O)(=O)Nc2cc(C)c(O)cc2C)cc1	-6%[57.1 µM]	-4%	-16	-20%	21%	1%	-5%[57.1 µM]	0%	-14%
O=C(Nc1ccc(Nc2ccccc2)cc1)C1CC1	10%[57.1 µM]	7%	4	1%	5%	0%	9%[57.1 µM]	4%	-5%
CCOC(=O)CSc1nc(C(C)C)nc2sc(C)c(C)c12	7%[57.1 µM]	-2%	-5	2%	-7%	-1%	4%[57.1 µM]	0%	-13%
Cc1ccc(-n2nc3c(c2NC(=O)/C=C\c2ccc4c(c2)OCO4)CSC3)c(C)c1	11%	-2%	11	2%	6%	-11%	12%	-6%	-23%
Cc1ccc(NC2CCCN(C(=O)c3ccc(-n4ccnc4)cc3)C2)cc1C (stereo not drawn)	-10%	-2%	2	2%	11%	-3%	-9%	1%	-8%
CC(C)Oc1ccc(CNC(=O)CCCn2c(=O)c3cccn3c3ccccc32)cc1	7%	-6%	-4	6%	28%	-12%	-5%	-4%	-26%
COc1nc(N(C)C)nc(N(C#N)S(=O)(=O)c2ccc(C)cc2)n1	-19%	-1%	-2	2%	1%	0%	-13%	-8%	-8%
O=C(Nc1ccc(-n2nncc2-c2ccco2)cc1)c1cc2ccccc2oc1=O	-17%[57.1 µM]	-3%	-7	-4%	?	-2%	5%[57.1 µM]	5%	-15%
Cc1onc(-c2ccccc2)c1C(=O)N1CCN(c2ccc([N+](=O)[O-])cc2)CC1	-22%	-5%	-1	4%	8%	-1%	-20%	0%	-4%
CCOC(=O)c1sc(N(Cc2ccccc2)C(=O)CCl)nc1C	?	?	-2	10%	-29%	-7%	4%	3%	-22%
O=C(Nc1cccc(-c2ccc(F)cc2)c1)C1CCCN(C(=O)c2cscn2)C1 (stereo not drawn)	24%	4%	-2	9%	5%	-1%	0%	2%	-21%
CCOc1ccc(NC(=O)CN2C(=O)NC(CCSC)C2=O)cc1 (stereo not drawn)	18%	0%	-5	9%	13%	1%	0%	-5%	-1%
OC(COc1ccc(OCC(O)CN2CCCCC2)cc1)CN1CCCCC1 (stereo not drawn)	30%[2.29 µM]	-3%	-4	-5%	-8%	2%	2%	4%	8%
O=C(N/N=C/c1ccco1)c1ccccn1	-7%	2%	-3	1%	-5%	-2%	-17%	7%	-6%

Next section:
SMILES	rTrxR1 inhibitor	Glioma ERSR ind	LDHA block	Vif-A3F inh	RGS4 inhibitor	Vif-APOBEC3G blk	TrxR1 substrate	IDH1 R132H inh	USP1-UAF1 inh
O=C(Nc1nc2ccccc2s1)c1ccc(S(=O)(=O)N2CCCC2)cc1	23%[57.1 µM]	-1%	-8	2%	-9%	-1%	3%[57.1 µM]	-5%	4%
CCOC(=O)c1c(C)nc2sc3c(=O)n(-c4ccc(C(C)=O)cc4)cnc3c2c1-c1ccc(OC)cc1	5%	-4%	-6	-6%	3%	0%	-1%	0%	-9%
Cc1onc(-c2ccccc2)c1C(=O)NNC(=S)NC(=O)c1ccc(F)cc1	?	1%	-7	5%	-29%	0%	-17%	-4%	-9%
CCOc1ccc(N2C(=O)CC(n3nc(C)cc3C)C2=O)cc1 (stereo not drawn)	-21%	-6%	1	-2%	17%	-2%	-5%	9%	-11%
COC(=O)c1ccc(N2CCN(CC(=O)c3ccc(-c4ccccc4)cc3)CC2)c([N+](=O)[O-])c1	1%[57.1 µM]	13%	-6	-1%	8%	0%	12%[57.1 µM]	6%	-3%
CCc1ccc(C(CC(=O)c2ccc(Cl)cc2)C(=O)O)cc1 (stereo not drawn)	-2%[57.1 µM]	-4%	-4	-2%	-1%[11.4 µM]	2%	-8%	3%	-7%
C=C1C(=O)C=C2CN(C(=O)c3ccccc3)[C@@](Cc3ccc(F)cc3)(C(=O)OC)[C@@H]12	8.9µM*	-12%	-10	-10%	?	7.1µM*	-4%	1%[38.3 µM]	-21%
COc1ccc(/C=N/NC(=O)CN2CCCc3ccccc32)c(OC)c1	4%	-4%	-12	0%	-5%	-1%	-3%	-5%	-21%
CCOC(=O)c1cnc2c(OC)cccc2c1N1CCN(c2ccccn2)CC1	17%[57.1 µM]	-5%	-6	2%	1%	-16%	-8%	2%	-8%
C/C(=C\C(=O)c1ccc(C)o1)Nc1ccc(C(=O)O)cc1C	-20%	-4%	4	0%	30%	2%	3%	-1%	-12%
Cc1nn(-c2ccccc2)c2nc(C3CC3)cc(C(=O)NCc3ccccc3Cl)c12	59%[activator]	-4%	-6	4%	7%	-5%	110%[activator]	-6%	-15%
COc1ccc(C2CC(C(F)(F)F)n3nc(C(=O)NCc4c(C)nn(C)c4C)c(Cl)c3N2)cc1 (stereo not drawn)	24%	-1%	2	0%	16%	1%	-2%[57.1 µM]	-2%	2%
Cc1ccc(CC(=O)OC(C)C(=O)NC2CCCCC2C)cc1C (stereo not drawn)	5%	-1%	-4	4%	-2%	-1%	-7%	-8%	-11%
CCOc1ccc(/C(O)=C2\C(=O)C(=O)N(CCN(C)C)C2c2cc(OC)ccc2OC)cc1Cl (stereo not drawn)	-6%	-4%	-1	11%	20%	-4%	6%	7%	-1%
C[C@H]1CN[C@@H](CCO)/C1=C\c1ccccc1	-18%	-2%	8	-5%	-12%	0%	8%	1%	-14%
CC(C)CCC1CC(CSC(=N)N)OC1=O (stereo not drawn)	-12%	-7%	2	2%	-21%[56.9 µM]	3%	-8%	0%	-4%
O=C(CSc1oc(-c2ccco2)nc1S(=O)(=O)c1ccc(Br)cc1)c1ccc(Cl)cc1	0%	-4%	-1	1%	-26%	-2%	8%[2.29 µM]	6%	-10%
CC1CCCN(Cc2nc3c(c(=O)n(C)c(=O)n3C)n2CC(N)=O)C1 (stereo not drawn)	6%	2%	-12	-17%	12%	0%	-4%	2%	-14%
O=C(NCCN1C(=O)S/C(=C\c2ccc(Cl)cc2Cl)C1=O)C1=COCCO1	-3%	3%	-10	-7%	-6%	-19%	-8%	-5%	-7%
O=C1C2C3c4ccccc4C(c4ccccc43)[C@@H]2C(=O)N1c1ccccn1 (stereo partly drawn)	7%[57.1 µM]	-5%	-1	8%	-17%	-1%	-19%[57.1 µM]	3%	-2%
C=CCSc1nnc(-c2ccncc2)n1-c1ccc(OCC)cc1	23%	9%	-7	-11%	-23%	0%	15%	7%	-9%
COc1cccc(N2CCN(c3ccc4nnc(CCC(=O)N5CCN(C)CC5)n4n3)CC2)c1	7%	-3%	2	2%	8%	-1%	2%	2%	-15%
CCN(C[C@H]1N[C@@](Cc2ccccc2)(C(=O)OC)[C@H]2C(=O)N(C)C(=O)[C@@H]12)C(=O)Nc1ccccc1	12%	-2%	2	3%	4%	4%	-3%	1%	-15%
Cc1ccc(C(=O)OCC(=O)Nc2ccccc2C(F)(F)F)cc1S(=O)(=O)N1CCOCC1	4%	0%	-5	-4%	18%	-1%	-2%	-4%	-2%

Screening data: PubChem BioAssay, National Center for Advancing Translational Sciences (NCATS)
